Diaphorase act – activates diaphorase or chemically reduces, flagging diaphorase assay artifacts | AID 1229 | activation factor at 20 µM | Diaphorase/resazurin coupled assay, resorufin fluorescence, 16 min; hits give high values; 1 = vehicle wells, 0 = NADH-free wells | actives 0.005% (n = 190,000);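 active = diaphorase activity raised at least twofold by the compound at 20 µM; inactive = activation factor below 2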
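Assay system: Purified diaphorase enzyme from Clostridium kluyveri | Amount: Enzyme 0.07 U/mL final | Dosing: Compound 20 µM once, DMSO 1% | Timing: 16 min reaction at room temperature | Detection: Fluorescence, excitation 544 nm and emission 590 nm | Evaluation: Higher resorufin formation from activation or reduction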
G6PDH counter – L. mesenteroides G6PDH inhibition counter-screen; Purified L. mesenteroides G6PDH, diaphorase/resazurin coupled fluorescence, 45 min; inhibition, % at 5 µM; actives 0.12% (n = 200,000); in the data active = inhibition above about 50%
TR-FRET SRC-2 ct – flags TR-FRET format artefacts in PPARgamma SRC-2 recruitment agonist screen. TR-FRET artefact counter-screen; hits give high values. TR-FRET ratio at 8 µM. actives 0.4% (n = 200,000). AID 1049; in the data active = TR-FRET ratio above about 2000; note: inactives centre near 1500
S1P3 antag – S1P3 (human) receptor antagonism. Q99500. CHO S1P3 NFAT-BLA reporter, FRET fluorescence, antagonist mode. inhibition, % at 4.98 µM. actives 0.27% (n = 170,000). AID 485;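 active = inhibition above the plate cutoff, the mean inhibition of test wells on that plate plus 3 SD, cut at about 28% in these data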;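 note: cells challenged with S1P at its EC80 of 0.8 µM; blue over green emission ratio from cleaved BLA substrate after 4 h stimulation; 0% = S1P-stimulated wells and 100% = unstimulated DMSO-only wells; some compounds past the cut are filed as inactive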
PPARg SRC3 recr – agonists of human PPARgamma SRC-3 coactivator recruitment; P37231; biochemical PPARgamma/SRC-3 coactivator recruitment assay; activation, % at 8 µM; actives 0.26% (n = 200,000); AID 731; in the data active = activation above about 23%;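 note: 0% = DMSO and 100% = reference agonist; some compounds past the cut are filed as inactive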
ROMK primary – modulators of human ROMK potassium channel. P48048. Tet-inducible ROMK, thallium flux fluorescence; actives lie on both sides. B-score at 10 µM. actives 2% (n = 130,000). AID 1918;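 active = signal ratio slope over the read window, or its plate-corrected B-score, at least 3 SD from the plate mean, either direction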;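 note: B-score of the F/F0 ratio slope over 7 to 12 s after thallium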
Target sequence (P48048 whole entry, looked up): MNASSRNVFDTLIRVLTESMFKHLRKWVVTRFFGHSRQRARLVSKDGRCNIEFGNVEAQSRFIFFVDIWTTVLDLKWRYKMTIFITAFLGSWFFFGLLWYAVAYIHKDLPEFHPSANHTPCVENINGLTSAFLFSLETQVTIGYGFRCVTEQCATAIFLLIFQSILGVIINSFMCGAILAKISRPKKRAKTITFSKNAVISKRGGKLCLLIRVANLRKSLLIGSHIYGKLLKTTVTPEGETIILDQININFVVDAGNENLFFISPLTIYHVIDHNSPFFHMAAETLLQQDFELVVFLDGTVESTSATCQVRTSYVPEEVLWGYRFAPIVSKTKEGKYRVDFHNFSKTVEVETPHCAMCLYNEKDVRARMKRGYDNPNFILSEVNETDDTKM
PMI act – activators of human phosphomannose isomerase | P34949 | purified human PMI, coupled resazurin fluorescence, 20 min; hits give high values; 1 = vehicle control, 0 substrate-free wells | activation factor at 20 µM | actives 0.005% (n = 190,000);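 active = activation factor of 2 or more at 20 µM, relative to plate controls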
Target sequence (P34949 whole entry, looked up): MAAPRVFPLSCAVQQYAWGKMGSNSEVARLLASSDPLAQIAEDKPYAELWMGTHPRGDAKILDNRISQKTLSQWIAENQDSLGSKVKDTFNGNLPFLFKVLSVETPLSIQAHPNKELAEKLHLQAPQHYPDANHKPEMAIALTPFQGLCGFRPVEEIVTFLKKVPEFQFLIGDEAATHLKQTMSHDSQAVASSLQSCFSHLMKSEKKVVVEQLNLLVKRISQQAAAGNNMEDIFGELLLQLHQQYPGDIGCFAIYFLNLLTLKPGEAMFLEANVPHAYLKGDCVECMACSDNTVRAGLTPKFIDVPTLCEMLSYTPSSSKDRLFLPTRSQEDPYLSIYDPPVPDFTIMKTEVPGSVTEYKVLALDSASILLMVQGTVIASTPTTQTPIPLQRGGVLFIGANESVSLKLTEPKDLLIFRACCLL
PMI act hi M6P – PMI (human) activation, high substrate | P34949 | coupled PMI enzyme assay, resazurin fluorescence, 20 min; hits give high values; 1 = untreated enzyme, 0 = substrate-free blank | activation factor at 20 µM | actives 0.34% (n = 190,000);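 active = activation factor of 2 or more at 20 µM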
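Test system: Human PMI in coupled enzyme assay | Input: 15 ng/mL PMI | Medium: HEPES-buffered pH 7.4 with magnesium and detergent | Compound: One concentration, 20 µM, in 1% DMSO | Incubation: Enzyme reaction with compound 20 min at room temperature | Detection: Diaphorase-driven resazurin-to-resorufin fluorescence, excitation 544, emission 590 nm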
PPARg SRC-2 ag – agonists of SRC-2 recruitment by human PPARgamma | P37231 | PPARgamma LBD-SRC-2 recruitment, biochemical | activation, % at 8 µM | actives 0.34% (n = 200,000) | AID 1032; in the data active = activation above about 22%;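 note: 0% = vehicle and 100% = reference agonist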
PPARg SRC-1 ag – PPARgamma-driven SRC-1 recruitment agonism | PPARgamma-SRC-1 coactivator recruitment biochemical assay | activation, % at 8 µM | actives 0.41% (n = 200,000); in the data active = activation above about 19%;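 note: 0% = DMSO and 100% = reference agonist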
Diaphorase inh – inhibits diaphorase or chemically oxidizes, flagging diaphorase assay artifacts; AID 1217; inhibition, % at 20 µM; actives 0.69% (n = 190,000); diaphorase resazurin-to-resorufin fluorescence, NADH, 16 min; bacterial (C. kluyveri) enzyme, not human;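 active = primary screen inhibition at 20 µM above a set limit, cut at about 50% in these data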;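 note: plate controls were DMSO with full reaction for no effect and wells lacking NADH for full effect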
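Test system: diaphorase enzyme from Clostridium kluyveri; amount: diaphorase at 0.14 U/mL in enzyme working solution; detection: fluorescence of resorufin formed from resazurin, Ex 544/Em 590 nm; times: reaction incubation of 16 min at room temperature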
Numbers without * were called inactive; . = not tested or not shown.

SMILES | Diaphorase act | G6PDH counter | TR-FRET SRC-2 ct | S1P3 antag | PPARg SRC3 recr | ROMK primary | PMI act | PMI act hi M6P | PPARg SRC-2 ag | PPARg SRC-1 ag | Diaphorase inh
CCC1(C)OC(=O)NN(c2ccc(C)cc2)C1(C)O (stereo not given) | 0.9 | 6 | 1503 | 5 | -1 | . | 0.9 | 0.9 | 4 | -4 | 12
CC(=O)NC1(C(Cl)(Cl)Cl)Oc2ccccc2O1 | 1 | 2 | 1615 | . | -5 | . | 1 | 1.1 | 6 | -2 | 3
CCOC(=O)C(NC(=O)Nc1ccc(Cl)cn1)(Oc1ccccc1)C(F)(F)F (stereo not given) | 0.8 | 8 | 1686 | 20 | 2 | . | 1.1 | 1 | 8 | 3 | 15
O=S(=O)(c1cccs1)N1CN(Cc2cccs2)c2nc3ccccc3nc21 | 0.7 | -35 | 1454 | 22 | -9 | -1.4 | 1.3 | 1.6 | 5 | 11 | 30
CCOC(=O)C1CCN(C(=O)C2CCN(S(=O)(=O)N3CCCC3)CC2)CC1 | 0.9 | 7 | 1741 | -61 | 10 | . | 0.9 | 0.9 | 6 | 7 | 10
CCN(CC)c1nc2nonc2nc1N(CC)CC | 0.8 | -2 | 1501 | 0 | -8 | . | 0.9 | 0.9 | -10 | -7 | 17
C=C(C)c1cccc(C(C)(C)NC(=O)N2CCN(c3ccc(OC)cc3)CC2)c1 | 0.9 | 1 | 1481 | -2 | 0 | 0.049 | 0.8 | 0.9 | -12 | -4 | 10
O=C(COC(=O)/C=C/c1ccco1)Nc1ccc(F)cc1Cl | 1 | -3 | 1397 | -16 | 0 | -0.32 | 1 | 1 | 5 | 10 | 5
COCCCN1C(=O)CC(C(=O)OC)=C1C | 1 | 12 | 1621 | -22 | 5 | 0.46 | 1.1 | 1 | 8 | 0 | 0
COn1c(C)c(C(C)=O)c2c3nonc3ccc21 | 0.5 | 42 | 1323 | -8 | -13 | -0.95 | 0.5 | 0.4 | 8 | 0 | 53*
COc1ccc(C)cc1N(CC(=O)N/N=C/c1ccc2c(c1)OCO2)S(C)(=O)=O | 0.9 | 7 | 1626 | 0 | 3 | 0.16 | 0.9 | 1 | 3 | 2 | 14
O=C1C2C3c4ccccc4C(c4ccccc43)C2C(=O)N1c1cccnc1 (stereo not given) | 1 | 4 | 1531 | -5 | 5 | 0.8 | 1 | 1.1 | 0 | 7 | -2
CC1CCN(C(=O)CCCC(=O)O)CC1 | 0.9 | 10 | 1342 | 3 | -1 | 1.2 | 0.8 | 0.9 | 0 | 0 | 10
O=[N+]([O-])c1ccc(-c2ccc(/C=N/Nc3nc(NCc4ccccc4)nc(N4CCOCC4)n3)o2)cc1 | . | 16 | 1669 | 17 | 5 | -3.9* | . | . | 3 | -2 | .
Cn1nc(-c2ccccc2)c(C#N)c1Sc1cccc(Cl)c1 | 1 | 7 | 1282 | . | -7 | . | 0.9 | 1 | -5 | 0 | 2
O=C(Nc1ccc(N2CCOCC2)cc1)C1CCCN(S(=O)(=O)c2ccccc2)C1 (stereo not given) | 0.9 | 4 | 1398 | 14 | -1 | . | 1 | 1 | 5 | 5 | 9
Cc1ccc2c(N)c(C#N)sc2n1 | 0.9 | 10 | 1384 | . | -3 | 3.4* | 0.8 | 0.8 | -1 | 1 | 13
O=C(O)/C=C/C(=O)Nc1ccccc1C(=O)Nc1ccccc1 | 0.9 | 8 | 1301 | . | -7 | 1.1 | 1 | 1 | -5 | -4 | 8
Cc1cc(C(=O)CN2C(=O)NC(CC(C)C)C2=O)c(C)n1-c1ccccc1F (stereo not given) | 1 | 12 | 1677 | 2 | -5 | . | 1.2 | 1 | -1 | 3 | 4
CC(OC(=O)c1ccco1)C(=O)NC1CCCCC1 (stereo not given) | 0.8 | 1 | 1282 | -12 | -1 | . | 1 | 1 | 5 | -4 | 17
O=C(NC1CCCCCC1)C1CCN(S(=O)(=O)c2cnc[nH]2)CC1 | 0.9 | -1 | 1534 | 11 | 1 | 0.62 | 1.1 | 1 | 2 | 1 | 8
COc1nc(N=C(N)N)nc2c(C)cccc12 | 1.1 | 2 | 1378 | . | -8 | . | 1 | 1.2 | -7 | -6 | -15
Cc1cc(=O)oc2ccc(OC(C)C(=O)O)cc12 (stereo not given) | 1 | -4 | 1648 | -4 | -2 | 0.21 | 1.2 | 1.1 | 3 | -1 | 3
CC(=O)N(C)c1ccc(NC(=O)c2cnn(C)c2)cc1 | 0.9 | 3 | 1524 | . | 3 | 0.046 | 1 | 0.9 | 2 | -1 | 6
CCOc1ccc(NC2OC(CO)C(O)C(O)C2O)c([N+](=O)[O-])c1 (stereo not given) | 1 | 5 | 1700 | -9 | 6 | 0.018 | 0.9 | 0.9 | 12 | 12 | 0
Cc1c(C(=O)N(C)C)sc(NC(=O)c2cccc([N+](=O)[O-])c2)c1C#N | 1 | 0 | 1487 | . | -8 | 0.029 | 1 | 1.1 | 5 | 3 | -1
CSCCC(NC(=O)c1cc(C(C)(C)C)oc1C)C(=O)O (stereo not given) | 0.8 | 0 | 1568 | -2 | -4 | . | 1 | 1 | 6 | 6 | 19
COc1ccc(OC)c(NC(=O)c2cc3n(n2)C(C(F)(F)F)CC(c2ccc4c(c2)OCO4)N3)c1 (stereo not given) | 0.8 | -2 | 1657 | 16 | 13 | . | 0.8 | 0.8 | 4 | 2 | 24
O=C(CN1CCN(c2ccc(F)cc2)CC1)c1cccs1 | 0.8 | 8 | 1570 | 8 | -1 | 0.28 | 1.3 | 1.3 | 2 | 5 | 17
Nc1[nH]c(=O)[nH]c(=O)c1N=Nc1cccc(Cl)c1 | 0.8 | 17 | 1395 | -3 | 0 | 0.36 | 0.9 | 0.8 | 1 | 3 | 15

Arranged by length of the SMILES (highest first): part of the list above.
SMILES | Diaphorase act | G6PDH counter | TR-FRET SRC-2 ct | S1P3 antag | PPARg SRC3 recr | ROMK primary | PMI act | PMI act hi M6P | PPARg SRC-2 ag | PPARg SRC-1 ag | Diaphorase inh
Cc1c(C(=O)N(C)C)sc(NC(=O)c2cccc([N+](=O)[O-])c2)c1C#N | 1 | 0 | 1487 | . | -8 | 0.029 | 1 | 1.1 | 5 | 3 | -1
O=C(Nc1ccc(N2CCOCC2)cc1)C1CCCN(S(=O)(=O)c2ccccc2)C1 (stereo not given) | 0.9 | 4 | 1398 | 14 | -1 | . | 1 | 1 | 5 | 5 | 9
O=C(NC1CCCCCC1)C1CCN(S(=O)(=O)c2cnc[nH]2)CC1 | 0.9 | -1 | 1534 | 11 | 1 | 0.62 | 1.1 | 1 | 2 | 1 | 8
O=C(O)/C=C/C(=O)Nc1ccccc1C(=O)Nc1ccccc1 | 0.9 | 8 | 1301 | . | -7 | 1.1 | 1 | 1 | -5 | -4 | 8
Nc1[nH]c(=O)[nH]c(=O)c1N=Nc1cccc(Cl)c1 | 0.8 | 17 | 1395 | -3 | 0 | 0.36 | 0.9 | 0.8 | 1 | 3 | 15
CSCCC(NC(=O)c1cc(C(C)(C)C)oc1C)C(=O)O (stereo not given) | 0.8 | 0 | 1568 | -2 | -4 | . | 1 | 1 | 6 | 6 | 19
CC(=O)N(C)c1ccc(NC(=O)c2cnn(C)c2)cc1 | 0.9 | 3 | 1524 | . | 3 | 0.046 | 1 | 0.9 | 2 | -1 | 6
O=C(CN1CCN(c2ccc(F)cc2)CC1)c1cccs1 | 0.8 | 8 | 1570 | 8 | -1 | 0.28 | 1.3 | 1.3 | 2 | 5 | 17
COc1nc(N=C(N)N)nc2c(C)cccc12 | 1.1 | 2 | 1378 | . | -8 | . | 1 | 1.2 | -7 | -6 | -15

Following part.
SMILES | Diaphorase act | G6PDH counter | TR-FRET SRC-2 ct | S1P3 antag | PPARg SRC3 recr | ROMK primary | PMI act | PMI act hi M6P | PPARg SRC-2 ag | PPARg SRC-1 ag | Diaphorase inh
CCOC(=O)c1c(C)nc2sc3c(=O)n(-c4ccc(C(C)=O)cc4)nnc3c2c1-c1ccc(OC)cc1 | 0.8 | 15 | 1506 | . | -9 | . | 0.8 | 0.9 | 3 | -4 | 23
O=C(O)c1ccc(CS(=O)(=O)Cc2ccccc2F)o1 | 0.9 | -3 | 1525 | -5 | -2 | 0.26 | 1.1 | 1 | -3 | -5 | 12
CN(Cc1ccccc1)Cc1nc2c(c(=O)n(C)c(=O)n2C)n1Cc1ccc(Cl)cc1 | 0.8 | -26 | 1518 | -2 | -6 | . | 0.9 | 0.9 | 5 | 0 | 16
CCOC(=O)CN/C=C(\C#N)c1ccccc1 | 0.9 | 3 | 1527 | 5 | 0 | -0.13 | 1 | 0.9 | -1 | -6 | 7
Cc1ccc(C)c(NC(=O)CCCCCCCCCCC2COCCO2)c1 (stereo not given) | 0.9 | -9 | 1641 | -6 | 0 | . | 0.9 | 1 | 5 | 0 | 11
CCN1/C(=C\C=C2\C(=O)N(c3ccccc3)C(=S)N2C)Sc2ccccc21 | 1 | -2 | 1748 | -14 | 4 | -1.1 | 1 | 1 | 3 | -1 | 4
Cc1cc(C)n2cc(CSc3nnc(N)s3)nc2n1 | 0.8 | 5 | 1595 | -51 | 8 | 1.8 | 1 | 0.9 | 4 | 8 | 22
Cc1nn(C)c(Oc2ccccc2)c1CCNC(=O)C(C)(C)C | 0.9 | 13 | 1361 | -10 | -3 | -0.83 | 0.8 | 0.9 | 0 | -14 | 11
O=C(Nc1ccc(Cl)cc1C(=O)Nc1ccc(Br)cn1)c1ccco1 | 0.8 | 5 | 1596 | 50 | 10 | . | 0.9 | 0.9 | 10 | 4 | 16
Cc1ccccc1NC(=O)C(C#N)Cc1cccnc1 (stereo not given) | 0.8 | -2 | 1423 | -12 | 13 | -0.13 | 0.9 | 0.9 | 1 | 2 | 16
Cc1sc(-c2ccccn2)nc1OC(=O)c1ccc(F)cc1F | 0.9 | 1 | 1744 | -8 | 2 | -1.5 | 0.9 | 0.9 | -8 | -2 | 9
O=C(NCc1ccccn1)c1ccc(Cl)c(S(=O)(=O)N2CCCCC2)c1 | 0.9 | 4 | 1501 | -2 | 1 | -0.48 | 0.9 | 0.8 | 0 | -4 | 12
CCN1CCN(CCOc2ccc(Br)cc2C)CC1 | 0.8 | 14 | 1350 | -20 | -2 | -0.86 | 1 | 1.1 | 0 | -10 | 19
Cc1nc(NC(=O)CCc2ccccc2)ccc1Br | 0.9 | 2 | 1446 | . | 1 | 0.14 | 0.9 | 0.9 | 5 | 2 | 13
CCO[C@H]1OC(C(=O)Nc2ccccc2)=C[C@@H](c2csc3ccccc23)[C@@H]1CCCO | 0.6 | 8 | 1568 | -9 | 0 | . | 0.8 | 0.7 | 5 | 3 | 38

Screening data from PubChem.
